MEKK3 PB1 HTS: raises or lowers MEK5 binding to the human MEKK3 PB1 domain; Q99759; bead-based flow cytometry, Alexa488-MEK5 binding to MEKK3; actives lie on both sides; 0 = blocked by unlabeled MEK5, 100 = vehicle; binding response (% of control), % at 10 µM; 290,000 tested, 1.4% active; AID 1529;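 active = binding response more than 3 SD above or below the average of its plate-row segment, actives on both sides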;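 note: Alexa488 bead fluorescence after subtracting the streptavidin-only scavenger bead signal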
Target sequence (Q99759 whole entry, looked up, the tested form may be a part): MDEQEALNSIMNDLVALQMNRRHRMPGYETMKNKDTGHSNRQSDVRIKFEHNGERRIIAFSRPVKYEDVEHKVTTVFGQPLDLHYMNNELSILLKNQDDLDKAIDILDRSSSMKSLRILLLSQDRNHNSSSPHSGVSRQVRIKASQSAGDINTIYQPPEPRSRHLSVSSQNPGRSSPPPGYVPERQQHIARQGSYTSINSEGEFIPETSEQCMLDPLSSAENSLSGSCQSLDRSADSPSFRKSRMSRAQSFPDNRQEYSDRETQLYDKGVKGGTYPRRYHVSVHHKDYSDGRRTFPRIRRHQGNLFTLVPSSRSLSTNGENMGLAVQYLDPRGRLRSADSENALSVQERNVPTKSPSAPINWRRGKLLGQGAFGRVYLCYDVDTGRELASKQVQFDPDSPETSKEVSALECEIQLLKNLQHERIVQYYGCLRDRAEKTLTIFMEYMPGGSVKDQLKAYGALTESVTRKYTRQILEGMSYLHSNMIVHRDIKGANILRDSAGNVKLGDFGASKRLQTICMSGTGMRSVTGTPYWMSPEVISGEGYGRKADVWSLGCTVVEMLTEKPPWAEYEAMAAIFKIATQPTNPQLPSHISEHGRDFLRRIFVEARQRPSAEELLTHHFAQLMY
IMP-1 inhibitor: blocks Pseudomonas aeruginosa IMP-1 metallo-beta-lactamase; purified IMP-1, nitrocefin hydrolysis, epi-absorbance fluorescence; 290,000 tested, 0.45% active; inhibition, % at 5.6 µM;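 active = inhibition above the mean plus 3 SD of all compounds in the same screening run, cut at about 4.5% in these data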;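 note: 0% = IMP-1 with DMSO and 100% = DMSO wells lacking enzyme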
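System: Purified IMP-1 | Read-out basis: Percent enzyme inhibition | Controls: IMP-1 with DMSO as 0%, enzyme-free DMSO as 100% | Replicates: One well per compound | Doses: 5.6 µM nominal single concentration | Detection: Epi-absorbance fluorescence, 480 nm excitation, 530 nm emission | Incubation: 25 °C, 15 min preincubation, 25 min reaction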
NS3 helicase inh: HCV NS3 helicase inhibition; inhibition, % at 10.9 µM; AID 1800; NS3 helicase DNA unwinding, Cy5 molecular beacon fluorescence; 290,000 tested, 0.56% active;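 active = inhibition above the mean of all tested compounds plus 3 SD, set per campaign, cut at about 35% in these data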;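 note: 0% = DMSO wells and 100% = thioflavine S control wells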
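Assay system: hepatitis C virus NS3 helicase domain fragment enzyme. Also added: annealed dual-labelled DNA beacon duplex, ATP-started. Timing: 1 h reaction at 25 °C, ATP-initiated. Technique: Cy5 fluorescence at 0 and 60 min, beacon hairpin quenching. Evaluation: % inhibition of unwinding. Replication: one well per compound.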
FID counter: fluorescent intercalator displacement, NS3 helicase counter-screen | DNA fluorescent intercalator displacement, fluorescence | inhibition, % at 7.9 µM | 290,000 tested, 0.17% active | AID 1845; in the data active = inhibition above about 37%;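 note: 0% = vehicle and 100% = reference compound; higher means more ethidium bromide displaced from hairpin DNA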
IDE cell activ: IDE (human) activation, cell-based. HEK cells, FAbeta-B cleavage, fluorescence polarization; 0% vehicle, 100% cell-free pure enzyme wells. P14735. 340,000 tested, 0.073% active. activation, % at 5.96 µM;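 active = activation above the mean of all tested compounds plus 3 SD, set per screening campaign, cut at about 17% in these data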
VIM-2 inhibitor: blocks Pseudomonas aeruginosa VIM-2 metallo-beta-lactamase | purified VIM-2, nitrocefin hydrolysis, epi-absorbance fluorescence | inhibition, % at 5.6 µM | 290,000 tested, 0.89% active | AID 1527;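 active = inhibition above the mean of all tested compounds plus 3 SD, cutoff set per screening run, cut at about 7.5% in these data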;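 note: red hydrolysis product quenches plate fluorescence so inhibitors raise well fluorescence; 0% = enzyme with DMSO and 100% = DMSO without enzyme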
UBC9 SUMO inh: inhibitors of human SUMOylation (UBC9); AID 2006; 290,000 tested, 0.36% active; P63279; inhibition, % at 35 µM; HTRF SUMOylation assay, SAE1/SAE2 + UBC9, in vitro; in the data active = inhibition above about 50%, passing the limit was not always enough; note: strong numbers were not always called active
Target sequence (P63279 whole entry, looked up): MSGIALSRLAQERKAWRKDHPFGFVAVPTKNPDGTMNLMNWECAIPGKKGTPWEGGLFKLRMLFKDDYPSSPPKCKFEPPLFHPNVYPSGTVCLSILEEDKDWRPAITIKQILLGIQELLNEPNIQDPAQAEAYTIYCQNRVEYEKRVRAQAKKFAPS
PHOSPHO1 inh: blocks human PHOSPHO1 phosphatase activity. Q8TCT1. 290,000 tested, 1.1% active. AID 1565. inhibition, % at 13.3 µM. recombinant PHOSPHO1, absorbance phosphatase assay; in the data active = inhibition above about 60%
Target sequence (Q8TCT1 whole entry, looked up): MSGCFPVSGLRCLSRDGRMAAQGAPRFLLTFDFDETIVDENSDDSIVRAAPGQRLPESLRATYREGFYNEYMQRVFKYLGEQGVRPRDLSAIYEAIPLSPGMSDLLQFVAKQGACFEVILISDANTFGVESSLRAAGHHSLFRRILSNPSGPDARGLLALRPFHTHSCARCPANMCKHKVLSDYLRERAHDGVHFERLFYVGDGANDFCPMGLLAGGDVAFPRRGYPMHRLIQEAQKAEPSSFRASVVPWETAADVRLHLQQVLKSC
p-CIP stab down: compounds decreasing mouse p/CIP protein stability. F442A p/CIP-EGFP cells, EGFP fluorescence, 16 h. decrease of EGFP signal, % at 10 µM. 290,000 tested, 0.01% active;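 active = EGFP signal decrease of at least 30% at 10 µM or well 3 SD below plate mean, unless failing retest; inactive = the rest, including hits failing retest or dose response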; note: some compounds called inactive have numbers as strong as hits; many of its hits are not listed in these tables
The depositor's hits bear a star; . = no result given. These rows are one share of the data; the hit share may differ from the screen's.

entry	molecule	MEKK3 PB1 HTS	IMP-1 inhibitor	NS3 helicase inh	FID counter	IDE cell activ
1	O=C(Nc1ccc2[nH]c(=O)[nH]c2c1)C(F)(F)F	108.0	-2.7	2.7	1.9	4.3
2	COC(=O)Nc1ccc2c(c1)ncn2C1CCCCC1	98.0	-1.1	2.6	-13.0	3.8
3	CC(C)(C)C1CCC2(CC1)NC(=S)N(c1ccccc1)N2 (stereo unspecified)	94.0	-5.0	1.6	-1.2	8.7
4	O=C(CCCC(=O)N(CC(=O)NC1CCCC1)Cc1ccc(F)cc1)Nc1ccccn1	104.0	-3.4	-5.1	-16.2	-2.2
5	COC(=O)C1=C(C)N(c2cccc(C(C)=O)c2)C(=O)C1	102.0	-2.5	8.3	-24.5	1.3
6	CSc1nc(=O)n2cc(C)ccc2n1	114.0	-2.9	-5.3	-1.1	-1.7
7	C/C(=N\NC(=O)c1cccc(S(=O)(=O)Nc2cccc(Cl)c2)c1)c1cccs1	105.0	-0.5	-1.0	1.3	3.3
8	C=CCSc1cc(C)nc2c(-c3ccccc3)c(C)nn12	98.0	-3.7	4.3	-23.2	6.5
9	O=[N+]([O-])c1ccc(-c2nn(-c3ccccc3)cc2/C=N/n2c(-c3cccs3)n[nH]c2=S)cc1	97.0	-3.0	1.0	2.4	11.4
10	Cc1cc(C)cc(OCC(=O)OC/C(O)=C(\C#N)c2nc3ccccc3[nH]2)c1	93.0	1.2	15.6	-5.4	-1.5
11	N#C/C(=C/c1ccc(N2CCOCC2)c([N+](=O)[O-])c1)C(N)=O	107.0	4.0	13.2	-2.2	-1.3
12	CC(C)N(Cc1ccccc1)S(=O)(=O)c1ccc(F)cc1	106.0	-2.5	0.0	-15.1	0.4

entry	VIM-2 inhibitor	UBC9 SUMO inh	PHOSPHO1 inh	p-CIP stab down
1	1.5	17.8	5.0	-5.4
2	-3.3	12.7	15.5	1.9
3	-3.5	-2.8	-0.9	-9.3
4	-1.0	25.3	13.2	-9.2
5	-3.0	-11.8	15.2	-9.0
6	3.9	8.2	48.9	-0.1
7	-3.7	-0.6	-12.3	-7.6
8	-1.2	19.2	-2.2	3.7
9	-2.8	26.9	-78.0	-2.0
10	13.9*	2.6	1.8	2.9
11	1.1	18.0	12.4	-8.3
12	-2.1	-0.6	-7.8	-19.0

More structures:
entry	molecule	MEKK3 PB1 HTS	IMP-1 inhibitor	NS3 helicase inh	FID counter	IDE cell activ
13	CC(=O)c1c(N2CCN(c3ccccc3)CC2)nc(=S)n(-c2ccccc2)c1C	82.0	-3.1	-4.5	-13.4	-1.6
14	Cc1cc2ncn(CC3CC3(Cl)Cl)c2cc1C (stereo unspecified)	99.0	-2.1	-6.4	-10.8	-4.4
15	COc1ccccc1NC(=O)N1CCN(Cc2ccc3c(c2)OCO3)CC1	96.0	-0.9	-2.5	-4.5	3.2
16	CCOC(=O)N1CCN(C(=O)C2CCC(C(=O)N3CCN(C(=O)OCC)CC3)CC2)CC1 (stereo unspecified)	.	-11.0	-1.6	-4.1	.
17	CCOc1ccc(NC(=S)NCc2cccnc2)cc1	100.0	-0.2	8.5	-1.9	-0.3
18	COc1ccc(N2CCN(Cc3nc(N)nc(Nc4ccccc4OC)n3)CC2)cc1	102.0	-3.7	7.8	-9.6	0.8
19	O=c1cc(-c2ccccc2Cl)oc2c(NS(=O)(=O)c3cccc4nsnc34)ccc(O)c12	102.0	.	.	.	1.4
20	Cc1cccc(NC(=O)c2nc[nH]c2C(=O)N[C@@H](C)C(=O)OC(C)(C)C)c1	95.0	.	.	.	3.0
21	O=C(NCc1ccco1)C(=O)c1cn(CC(=O)N2CCCC2)c2ccccc12	103.0	-1.3	2.8	-1.6	5.3
22	Cc1cc(=O)n(-c2ccccc2Cl)[nH]1	100.0	-2.2	9.8	4.9	6.4
23	Cc1ccnc2c(N3C(=O)C4C5C=CC(C5)C4(C)C3=O)cccc12 (stereo unspecified)	94.0	-3.2	-6.2	-3.6	-2.8
24	Cc1ccc(C(CC(=O)c2ccc(Cl)cc2)C(=O)O)cc1 (stereo unspecified)	94.0	-1.2	8.5	-39.7	2.2

entry	VIM-2 inhibitor	UBC9 SUMO inh	PHOSPHO1 inh	p-CIP stab down
13	4.5	3.9	10.5	-13.8
14	-0.6	-1.2	1.0	-6.8
15	-0.5	15.5	-8.1	-9.0
16	-2.0	.	.	.
17	-2.6	3.8	5.5	-21.9
18	-6.5	35.6	20.8	-11.0
19	.	-2.9	35.7	-25.3
20	.	-3.5	25.1	-17.4
21	0.3	-1.7	0.6	-1.2
22	-0.9	34.6	4.7	-2.7
23	-5.7	5.4	-38.2	-14.1
24	2.0	7.9	12.4	15.9

(continued)
entry	molecule	MEKK3 PB1 HTS	IMP-1 inhibitor	NS3 helicase inh	FID counter	IDE cell activ
25	Cc1ccnc(SC2CC(=O)N(c3ccc(C(C)C)cc3)C2=O)n1 (stereo unspecified)	103.0	-4.2	3.0	-23.7	-3.4
26	CCCCc1cc(=O)oc2cc(C)cc(OCC(=O)N3CCC(C(=O)O)(c4ccccc4)CC3)c12	104.0	-1.0	16.5	-24.2	2.3
27	Cc1ccc2nc(-c3ccc(NS(=O)(=O)c4ccccc4)cc3)sc2c1	103.0	-5.2	-1.8	-1.5	3.9
28	O=C(Cn1c(-c2ccccc2)noc1=O)N1CCC(Cc2ccccc2)CC1	103.0	-3.7	11.0	-18.7	4.3
29	CCOC(=O)c1nnn(-c2nonc2-n2cccc2)c1CCl	100.0	1.5	0.8	-1.1	10.7
30	C/C(=N/O)c1ccc(N2C(=O)C3C4C=CC(C3C2=O)C2C3C(=O)N(c5ccc(/C(C)=N/O)cc5)C(=O)C3C42)cc1 (stereo unspecified)	97.0	1.1	8.1	-17.7	.
31	COc1ccc(N(CC(=O)NCCSCc2ccc(Cl)cc2)S(C)(=O)=O)cc1Cl	109.0	-1.1	-14.2	-21.0	-0.8
32	COC(=O)COc1ccc(S(=O)(=O)Nc2ccccc2SC)cc1	100.0	-1.7	1.6	-3.5	3.5
33	O=C(CSc1nnc(Nc2ccccc2)s1)NCc1cccs1	96.0	-3.4	-7.5	0.2	2.0
34	Cc1ccc(/C=C2\C(=N)N3N=C(CC(=O)N4CCOCC4)SC3=NC2=O)o1	101.0	-2.4	3.9	-33.6	-4.5
35	N[C@@H](Cc1ccccc1)C(=O)N1CCC(C(=O)N[C@@H](CCC(=O)O)C(=O)O)CC1	102.0	-1.1	3.1	-3.6	6.8
36	Cc1ccc(NC(=O)CCn2c(=O)[nH]c3ccsc3c2=O)cc1F	104.0	0.8	13.2	-5.2	-2.1

entry	VIM-2 inhibitor	UBC9 SUMO inh	PHOSPHO1 inh	p-CIP stab down
25	0.0	6.3	34.0	-15.3
26	-1.0	28.9	13.5	-12.2
27	-3.5	-4.5	1.7	0.5
28	-3.7	7.9	51.8	-13.9
29	1.0	-5.4	11.0	-18.1
30	1.5	18.6	47.1	-3.9
31	-1.5	-0.9	3.8	-8.8
32	-1.1	3.1	18.2	-4.2
33	-0.9	0.9	-1.8	-1.8
34	-3.0	-0.7	36.8	1.5
35	0.1	13.3	27.3	-5.5
36	-1.5	0.1	6.4	-13.2

From compound 30 to 36, as listed above:
entry	molecule	MEKK3 PB1 HTS	IMP-1 inhibitor	NS3 helicase inh	FID counter	IDE cell activ
30	C/C(=N/O)c1ccc(N2C(=O)C3C4C=CC(C3C2=O)C2C3C(=O)N(c5ccc(/C(C)=N/O)cc5)C(=O)C3C42)cc1 (stereo unspecified)	97.0	1.1	8.1	-17.7	.
31	COc1ccc(N(CC(=O)NCCSCc2ccc(Cl)cc2)S(C)(=O)=O)cc1Cl	109.0	-1.1	-14.2	-21.0	-0.8
32	COC(=O)COc1ccc(S(=O)(=O)Nc2ccccc2SC)cc1	100.0	-1.7	1.6	-3.5	3.5
33	O=C(CSc1nnc(Nc2ccccc2)s1)NCc1cccs1	96.0	-3.4	-7.5	0.2	2.0
34	Cc1ccc(/C=C2\C(=N)N3N=C(CC(=O)N4CCOCC4)SC3=NC2=O)o1	101.0	-2.4	3.9	-33.6	-4.5
35	N[C@@H](Cc1ccccc1)C(=O)N1CCC(C(=O)N[C@@H](CCC(=O)O)C(=O)O)CC1	102.0	-1.1	3.1	-3.6	6.8
36	Cc1ccc(NC(=O)CCn2c(=O)[nH]c3ccsc3c2=O)cc1F	104.0	0.8	13.2	-5.2	-2.1

entry	VIM-2 inhibitor	UBC9 SUMO inh	PHOSPHO1 inh	p-CIP stab down
30	1.5	18.6	47.1	-3.9
31	-1.5	-0.9	3.8	-8.8
32	-1.1	3.1	18.2	-4.2
33	-0.9	0.9	-1.8	-1.8
34	-3.0	-0.7	36.8	1.5
35	0.1	13.3	27.3	-5.5
36	-1.5	0.1	6.4	-13.2

Other results
entry	molecule	MEKK3 PB1 HTS	IMP-1 inhibitor	NS3 helicase inh	FID counter	IDE cell activ
37	O=S(=O)(c1cccs1)N1CCN(c2ccnc3cc(Cl)ccc23)CC1	93.0	-1.3	-4.8	-12.0	.
38	CC1CC(C)CN(C(=O)C(Cc2ccccc2)n2cccc2)C1 (stereo unspecified)	90.0	-4.0	6.9	-19.2	2.7
39	O=Cc1cn(Cc2ccccc2)nc1-c1cccnc1	109.0	-2.9	9.6	-0.6	6.5
40	CCOC(=O)Nc1cc(=O)c2ccccc2o1	100.0	-4.6	4.1	1.4	-0.8
41	COn1c(=O)c(=O)n(OC)c2ccccc21	102.0	-1.5	-6.7	-1.2	4.2
42	CCOc1ccc2nc(NS(C)(=O)=O)sc2c1	96.0	-1.8	-3.6	-8.7	4.8
43	COc1ccccc1/C=C/c1nc(S(=O)(=O)c2ccccc2)c(NCCN(C)C)o1	99.0	1.0	-22.0	17.8	-3.1
44	CCc1ccc(CNC(=O)CCc2nnc(CCc3ccc(OC)cc3)o2)nc1	98.0	-3.5	-0.7	-18.1	2.0
45	CCCCN(C(=S)Nc1ccccc1)C1CCS(=O)(=O)C1 (stereo unspecified)	102.0	-1.8	2.6	3.3	-5.0
46	O=C(CN1CCCCC1CO)c1ccc(OC(F)F)cc1 (stereo unspecified)	104.0	-2.6	-2.6	5.5	2.5
47	O=C(CSc1ncnc2scc(-c3ccccc3)c12)N1CCN(Cc2ccc3c(c2)OCO3)CC1	101.0	-0.2	-1.1	-19.8	-0.4

entry	VIM-2 inhibitor	UBC9 SUMO inh	PHOSPHO1 inh	p-CIP stab down
37	4.8	-1.9	16.6	3.4
38	-2.6	2.5	37.0	0.0
39	-1.5	1.3	12.3	4.2
40	-4.0	-1.2	-10.6	-3.9
41	-2.1	0.2	6.8	-10.6
42	-1.7	2.0	28.7	-2.9
43	1.2	4.1	34.1	0.9
44	-4.5	13.7	47.7	-14.8
45	-5.0	4.2	33.9	-17.2
46	-1.4	9.3	8.4	1.0
47	-2.3	-33.9	-1.8	-10.4

From PubChem
